DYRK1A inh: rat Dyrk1A kinase inhibitors, primary screen, biochemical, single point, plate reader; AID 504441, 2011; 310,000 compounds, 0.43% hits; ADP-Glo luminescence, NFATc1 peptide; inhibition, % at 12.5 µM; in the data active = inhibition above about 50%;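 also: plate controls were vehicle with enzyme for no effect and no enzyme for full effect; many of its hits are not listed in these tables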
HSP90 inh: HSP90 inhibitors, primary screen, cell lysate, luminescence; Heat shock protein HSP 90 (rabbit reticulocyte lysate; luciferase refolding); Rabbit reticulocyte lysate, luciferase refolding luminescence, 3 h; 290,000 compounds, 0.91% hits; inhibition, % at 5.6 µM;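 active = inhibition above the screen-wide mean plus 3 SD, computed separately per campaign, cut at about 16% in these data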;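 also: 0% = DMSO wells and 100% = 60 µM geldanamycin wells; inhibitors lower the luminescence because luciferase stays unfolded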
HDAC3 inh: HDAC3 deacetylase inhibitors, primary screen, biochemical, fluorescence, cell-free homogeneous | inhibition, % at 8.3 µM | recombinant HDAC3, fluorogenic peptide/trypsin coupled | AID 2718, 2010 | 320,000 compounds, 0.15% hits; in the data active = inhibition above about 26%, passing the limit was not always enough
GSK3 alpha inh: blockers of GSK3A enzyme activity – biochemical, luminescence, cell-free homogeneous, HTS, primary screen. Glycogen synthase kinase-3 alpha (Homo sapiens), P49840. GSK-3 alpha kinase, ADP-Glo luminescence, 60 min. inhibition, % at 10 µM. 320,000 compounds, 0.1% hits. AID 2650, 2010;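 in the data active = inhibition above about 50%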;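 also: GST-tagged GSK-3 alpha with peptide substrate and 25 µM ATP; 0% = DMSO neutral wells and 100% = GW8510 positive control wells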
Target sequence (P49840 whole entry, looked up): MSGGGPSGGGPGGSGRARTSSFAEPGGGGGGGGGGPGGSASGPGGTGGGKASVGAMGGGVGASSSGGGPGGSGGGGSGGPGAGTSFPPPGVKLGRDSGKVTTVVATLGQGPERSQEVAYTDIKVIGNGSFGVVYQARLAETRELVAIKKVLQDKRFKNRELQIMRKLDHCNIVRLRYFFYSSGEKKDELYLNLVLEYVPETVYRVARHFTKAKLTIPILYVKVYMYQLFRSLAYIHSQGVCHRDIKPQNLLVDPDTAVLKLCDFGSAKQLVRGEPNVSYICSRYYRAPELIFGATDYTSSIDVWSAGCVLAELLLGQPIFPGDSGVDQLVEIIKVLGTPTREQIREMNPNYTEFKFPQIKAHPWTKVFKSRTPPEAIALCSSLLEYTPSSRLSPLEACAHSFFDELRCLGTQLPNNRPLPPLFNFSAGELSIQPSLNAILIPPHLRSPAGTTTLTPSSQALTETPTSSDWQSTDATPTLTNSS
PolyA inhibitor: polyadenylation inhibitors in yeast reporter cells, primary screen, luminescence, S. cerevisiae; calls only at 12 µM; AID 1875, 2009; 300,000 compounds, 0.02% hits; S. cerevisiae SKY197-pL101 polyadenylation reporter, beta-gal luminescence; efflux-impaired pdr1/pdr3 knockout yeast; score 100 = 6 SD above DMSO;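 active = lowest replicate activity score at least 50, where 100 means six control SD above control mean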;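 also: yeast exposed to compound for 9 h at 30 °C; higher score means more reporter readthrough which indicates perturbed polyadenylation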
GSK3beta inhib: human GSK3beta kinase inhibitors, primary screen, biochemical, cell-free homogeneous, HTS; 300,000 compounds, 0.038% hits; activity score (negative = inhibition), % at 10 µM; GST-GSK3beta kinase, ADP-Glo luminescence, 60 min; active compounds read low;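 active = more than half of replicate wells score below -50%, meaning over 50% inhibition versus plate controls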;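 also: 0% = median DMSO wells and -100% = median GW8510 positive control wells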
Target sequence (P49841 whole entry, looked up): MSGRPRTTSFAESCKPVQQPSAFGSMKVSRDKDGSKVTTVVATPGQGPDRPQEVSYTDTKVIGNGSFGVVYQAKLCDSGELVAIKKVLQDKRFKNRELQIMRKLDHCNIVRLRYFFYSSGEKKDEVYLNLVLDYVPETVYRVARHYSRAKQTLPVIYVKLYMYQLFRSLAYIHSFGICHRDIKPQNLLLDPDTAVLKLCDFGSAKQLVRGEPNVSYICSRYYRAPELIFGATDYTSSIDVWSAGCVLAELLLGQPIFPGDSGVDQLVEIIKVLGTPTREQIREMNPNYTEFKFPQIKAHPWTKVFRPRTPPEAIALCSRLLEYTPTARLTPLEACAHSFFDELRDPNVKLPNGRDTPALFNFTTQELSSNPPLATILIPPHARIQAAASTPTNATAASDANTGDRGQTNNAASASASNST
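Test system: GST-fused GSK3beta enzyme, cell-free | Quantity: 1.6 ng GST-GSK3beta enzyme per well | Reagent: 25 µM ATP with peptide substrate | Schedule: 60 min enzyme reaction, room temperature | Signal: Luminescent ADP-Glo measurement of ADP formed | Read-out basis: Score relative to plate controls | Control set: DMSO and 20 µM GW8510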
AI-2 QS mod: Vibrio harveyi AI-2 quorum sensing modulators, primary screen, JMH597 strain, luminescence/OD600 ratio; activity change, % at 7.5 µM; 300,000 compounds, 0.4% hits; Vibrio harveyi JMH597 AI-2 luminescence/OD600 ratio, 9 h; active compounds read low; strain lacks LuxN and CqsS sensors; 0 = neutral-control median; AID 2094, 2009; in the data active = activity change below about -75%, passing the limit was not always enough;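 also: luminescence divided by OD600 gain over 9 h not by final OD600 alone; inactives centre near 13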
Platelet DG rel: inhibitors of platelet dense granule secretion, primary screen, cell-based, MLPCN, human platelets; 300,000 compounds, 0.22% hits; inhibition, %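 (compounds screened at 7.5 µM in platelet-rich plasma)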; human platelet-rich plasma, SFLLRN dense granule ATP release, luminescence; AID 1663, 2009;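 active = mean replicate score, as percent of positive control, at or above 50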
HSF1 activator: HSF-1 activators, primary screen, NIH3T3-HGL cells, MG132 stress, luminescence, single point. 300,000 compounds, 1.7% hits. activation, % at 9 µM. AID 504408, 2011. NIH3T3-HGL HSF-1 luciferase reporter, 8 h; 100% = twice DMSO control signal;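 active = mean replicate activation of at least 50% with a set share of replicates each reaching 50%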;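 also: 0% = median of the neutral control wells and 100% = twice that signal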
HSF1 inhib: HSF1 inhibitors in luciferase reporter cells, primary screen, cell-based, NIH3T3, luminescence; 300,000 compounds, 0.77% hits; activity change, negative = inhibition, % at 7.5 µM (by protocol); AID 2098, 2009; NIH3T3-HGL HSE-luciferase, MG132-induced, luminescence 8 h; active compounds read low;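 active = more than half of replicate wells show activity change below -50%, luminescence cut by over half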;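 also: luciferase reports HSF-1 transcriptional activity via heat shock element; 0% = median of DMSO wells and -100% = zero luminescence signal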
Numbers without * were called inactive; i = inactive; x = no result given.

SMILES | DYRK1A inh | HSP90 inh | HDAC3 inh | GSK3 alpha inh | PolyA inhibitor | GSK3beta inhib | AI-2 QS mod | Platelet DG rel | HSF1 activator | HSF1 inhib
COc1cc2nc(C3CCC3)n(N)c(=O)c2cc1OC | 3 | -3 | 6 | 1 | i | -3 | 28 | -1 | -18 | -4
O=C(CNC(=O)C1COc2ccccc2O1)N/N=C\c1ccc(Br)cc1 (centres undefined) | x | 5 | -4 | 0 | i | 0 | 23 | -15 | -3 | -10
COC(=O)C1=C(O)/C(=C\c2ccc(O)c(OC)c2)N=C1C | 11 | 3 | 3 | 1 | i | 3 | 7 | 0 | 2 | -3
COc1cc(/C=N/NC(=O)c2nnn(-c3nonc3N)c2C(C)C)ccc1OCc1ccccc1 | 7 | 3 | -3 | -3 | i | 2 | 30 | 2 | 43 | 25
O=C(c1ccc(Cl)c([N+](=O)[O-])c1)N(Cc1ccco1)C1CCS(=O)(=O)C1 (centres undefined) | 4 | -1 | 5 | 0 | i | 0 | 2 | 1 | -4 | -6
COc1ccc(-n2nc(C(=O)NCC(=O)N3CCN(c4ccccn4)CC3)c3ccccc3c2=O)cc1Cl | x | -1 | -4 | -7 | i | -1 | 6 | 0 | 4 | -9
Cc1ccc(N2CCN(C(=O)CCc3nc4ccccc4[nH]3)CC2)c(C)c1 | 7 | -1 | -2 | -2 | i | 2 | 19 | 5 | -3 | 4
O=C(/C=C/c1cccc([N+](=O)[O-])c1)NCCSCc1ccccc1Cl | -2 | 0 | 1 | 1 | i | 1 | 7 | -3 | 12 | 6
COc1ccc(-c2cc3nc4c(c(=O)n3[nH]2)CCC4)cc1 | 3 | 0 | 3 | -10 | i | 0 | 42 | 5 | 21 | 14
S=c1[nH]nc(CSCc2ccccc2Cl)n1C1CCCCC1 | 3 | 1 | x | x | i | 0 | 22 | 0 | 26 | 1
CC1(C)NC(=O)N(CC(O)CN2CCCCC2)C1=O (centres undefined) | -11 | 3 | 4 | 0 | i | 0 | 20 | -3 | -10 | -5
COc1ccc(CCNC(=O)C23CN(Cc4ccccc4)CC2C(c2cccc([N+](=O)[O-])c2)=NO3)cc1 (centres undefined) | 3 | 0 | 0 | -1 | i | 4 | 16 | 0 | -6 | 13
CC(N=C1NS(=O)(=O)c2ccccc21)C(=O)N1CCc2ccccc2C1 (centres undefined) | x | -3 | -3 | -1 | i | 10 | 2 | -1 | 19 | -2
CCC(C)(C)NC(=O)Cc1ccc(OC)c(OC)c1 | -8 | -3 | 4 | 3 | i | -1 | 4 | -3 | -17 | -4
COc1ccc(CNC(=O)C2Cc3ccccc3CN2C(=O)c2ccco2)cc1 (centres undefined) | 15 | -1 | 6 | -1 | i | 1 | 10 | 4 | 24 | 6
CC(=O)C1=C(O)C(=O)N(Cc2ccco2)C1c1ccc(F)cc1 (centres undefined) | -2 | 0 | 4 | -7 | i | 6 | 29 | -5 | -5 | -1
COC(C[C@H]1O[C@@H]1[C@@H](O)COCc1ccccc1)OC | 10 | x | x | x | i | 4 | 12 | 15 | -8 | -4
COc1cc(C#N)ccc1OCC(=O)Nc1ccc(C)c(S(=O)(=O)N2CCOCC2)c1 | 14 | -1 | 0 | -3 | i | 0 | 9 | 9 | -10 | 7
Cc1cccc2cc(C#N)c(SCC(=O)N3CC(=O)Nc4ccccc43)nc12 | 6 | -3 | 2 | -3 | i | 1 | 1 | 0 | -29 | -14
Cc1cc(C)c2nc(-c3ccccn3)cc(C(=O)NCc3cc(C)n(C)n3)c2c1 | -4 | -3 | -31 | -3 | i | 0 | 12 | 0 | 17 | -2
O=C(Nc1ccc(-c2csc(Nc3cccc(C(F)(F)F)c3)n2)cc1)c1ccccc1 | -1 | x | 10 | -1 | i | 1 | 27 | -5 | 27 | 4
Cc1ccc(S(=O)(=O)Nc2nc3n(n2)C(c2ccc(Cl)cc2)CC(=O)N3)cc1 (centres undefined) | -7 | 2 | 0 | -1 | i | 3 | 23 | 3 | -6 | -14
CC(=O)Nc1ccccc1OCC(=O)NCCc1ccc(Cl)cc1Cl | -1 | 2 | -1 | -3 | i | 1 | 13 | 5 | 31 | 8
COCC(=O)N(C)CC1CCCN(CCc2ccccc2OC)C1 (centres undefined) | -1 | -2 | 2 | 0 | i | -4 | 10 | -11 | -5 | -3
COCCNC(=S)N/N=C(\C)c1ccccc1F | -2 | -2 | 4 | 1 | i | 1 | -2 | -13 | 15 | 5

Full records, looked up by structure. Order of screens: DYRK1A inh	HSP90 inh	HDAC3 inh	GSK3 alpha inh	PolyA inhibitor	GSK3beta inhib	AI-2 QS mod	Platelet DG rel	HSF1 activator	HSF1 inhib
Record of COC(C[C@H]1O[C@@H]1[C@@H](O)COCc1ccccc1)OC → 10	x	x	x	i	4	12	15	-8	-4
Record of CC(=O)Nc1ccccc1OCC(=O)NCCc1ccc(Cl)cc1Cl → -1	2	-1	-3	i	1	13	5	31	8
Record of Cc1ccc(S(=O)(=O)Nc2nc3n(n2)C(c2ccc(Cl)cc2)CC(=O)N3)cc1 (centres undefined) → -7	2	0	-1	i	3	23	3	-6	-14

(further entries)
SMILES | DYRK1A inh | HSP90 inh | HDAC3 inh | GSK3 alpha inh | PolyA inhibitor | GSK3beta inhib | AI-2 QS mod | Platelet DG rel | HSF1 activator | HSF1 inhib
CCOC(=O)CN1C(=O)CCSc2ccc(Cl)cc21 | -3 | 0 | 2 | 0 | i | 2 | 24 | 2 | 10 | -1
O=C(NCCCn1ccnc1)C1CC(c2cccc(Br)c2)=NO1 (centres undefined) | 4 | -2 | 3 | 0 | i | -1 | 8 | -2 | 8 | 3
COc1ccc(NC(=O)C(OC(=O)c2ccc([N+](=O)[O-])o2)c2ccccc2)cc1Cl (centres undefined) | -5 | -2 | 2 | -3 | i | 0 | 12 | 14 | 12 | 1
COc1ccc(Nc2cc(C)nc3ccc(OC)cc23)cc1 | -7 | -2 | 0 | 7 | i | 1 | 19 | -8 | 9 | 2
O=C(c1cc(C2CC2)on1)N1CCN(C(c2ccccc2)c2ccccc2)CC1 | 10 | 3 | -4 | -1 | i | 3 | 0 | -2 | 6 | -7
COc1cc(C(=O)NCc2ccc(-c3nc4ccccc4o3)cc2)cc(OC)c1OC | 2 | 4 | -8 | -3 | i | 2 | 20 | 5 | 22 | -5
N/C(Cc1cccc2ccccc12)=N\OC(=O)Cc1cccs1 | 2 | 1 | 1 | 0 | i | -3 | 13 | -5 | 26 | 13
Cc1ccc2c(c1)N(C(=O)CCC(=O)NCc1ccccc1)CC(C)O2 (centres undefined) | 0 | -3 | 0 | -3 | i | -25 | 16 | 8 | 23 | 7
CCOC(=O)C1=C(O)/C(=C/c2cc(OC)c(O)c(OC)c2)SC1=Nc1ccc(OC)cc1 | 0 | 0 | x | x | i | -2 | 27 | -7 | 5 | 1
CC(C(=O)OCC(=O)Nc1ccc2c(c1)OCO2)N1C(=O)c2ccccc2C1=O (centres undefined) | 24 | 0 | 4 | 0 | i | 1 | 3 | 9 | -15 | -7
COc1ccc2c(c1)CC/C2=N\OC(=O)c1ccccc1OC | -4 | -3 | -2 | -5 | i | 1 | 16 | 1 | 31 | 11
Cc1cnc(NC(=O)c2ccc(OCC3CCCO3)cc2)s1 (centres undefined) | x | 47* | -4 | 0 | i | -1 | 25 | 8 | 23 | -4
CCn1c(S(=O)(=O)O)nc2ccccc21 | 2 | -1 | 0 | -3 | x | -1 | 8 | 6 | -77 | -69*
O=C(c1ccccc1)c1coc2ccc(O)c(CN3CCOCC3)c12 | 1 | 1 | 6 | 15 | i | -12 | 13 | x | -2 | 10
COc1ccccc1NC(=O)N1CCC(c2nc3ccccc3o2)CC1 | x | -2 | 4 | -2 | i | 2 | -6 | 9 | 27 | 1
Cc1ccc(NC(=S)NNC(=S)Nc2ccc(C)cc2C)cc1 | -1 | 2 | 10 | -1 | i | -1 | 11 | 2 | 2 | 0
COc1cc2[nH]c(=O)n(Cc3ccc(C(=O)NCCCN4CCN(C)CC4)cc3)c(=O)c2cc1OC | 3 | 0 | -4 | 3 | i | 1 | -2 | 2 | 6 | 3
Cc1n[nH]c(=O)nc1NCc1ccco1 | 6 | 6 | 0 | 1 | i | 2 | 7 | -6 | 2 | -11
O=C(Nc1ccc(C#Cc2ccccc2)cc1)C1CC1 | -3 | -3 | -8 | -2 | i | -1 | 20 | -1 | 82* | 34
CC1(CCc2ccc3c(c2)OCO3)NC(=O)c2ccccc2N1 (centres undefined) | 1 | -1 | -17 | 1 | x | 1 | 27 | -2 | 21 | 17
CCN1CCN(c2ccc(S(=O)(=O)N3CCCCC3)cc2NC(=O)Cc2ccc(OC)cc2)CC1 | 3 | -1 | 2 | 2 | i | 3 | 16 | 2 | -2 | -1
CCCN1CCN(CCCNC(=O)C2CCN(c3nnc(-n4c(C)ccc4C)s3)CC2)CC1 | 3 | -9 | -2 | 0 | i | 2 | 6 | 0 | -1 | -4
CC(C)CNc1nc(N)c([N+](=O)[O-])c(NCC2CCCO2)n1 (centres undefined) | -1 | 1 | 7 | 59* | i | -37 | -1 | -12 | -8 | -3
O=c1nc2ccccn2c2ccc(S(=O)(=O)N3CCCCC3)cc12 | 3 | -1 | -31 | 0 | i | -1 | -13 | -12 | 3 | 2
CC(C)CCn1cnc2c(NCc3ccccc3)ncnc21 | 5 | 5 | 1 | -1 | i | 0 | 11 | 0 | 28 | 17
(continued)
SMILES | DYRK1A inh | HSP90 inh | HDAC3 inh | GSK3 alpha inh | PolyA inhibitor | GSK3beta inhib | AI-2 QS mod | Platelet DG rel | HSF1 activator | HSF1 inhib
CC(C)N(Cc1nc(-c2ccccc2)no1)C(=O)CSc1ccccc1 | 1 | 2 | -2 | 1 | i | 3 | 5 | -3 | 24 | 6
Cc1ccc(SCC(=O)N/N=C/c2ccco2)cc1 | 3 | 6 | -1 | 1 | i | 3 | 26 | 0 | 59* | 16
N#Cc1nc(-c2ccc(OCc3ccc(Cl)cc3)cc2)oc1NCc1cccnc1 | -4 | 2 | -3 | 1 | i | -1 | 18 | -4 | 13 | 0
O=C1CC(C2CCCO2)C(=O)N1Cc1ccccc1 (centres undefined) | -2 | 0 | -5 | -2 | i | 0 | 7 | -5 | -17 | -1
O=C(Nc1cccc(O)c1)C1CC(c2ccc(Cl)cc2)=NO1 (centres undefined) | 3 | 1 | -1 | 1 | i | x | x | 9 | 0 | 7
Cc1ccccc1NC(=O)CCC(=O)N/N=C/c1cccnc1 | -3 | -1 | 0 | -1 | i | 3 | 17 | -5 | 2 | -4

Source: PubChem

An excerpt; rates above refer to the full screens.
